KB-V1 cytotox – KB-V1 MDR subline cytotoxicity; KB-V1 MDR cells viability, CellTiter-Glo, 72 h; Potency, µM (highest dose often 46.1 µM), inactives show at the top dose activity change, negative = cytotoxicity, most hits filed as cytotoxic; 400,000 compounds, 3.4% hits; note: potency is the fitted concentration of half-maximal effect; % is set by controls: 0 for no effect and ±100 for the full control effect; nearly all actives have a fitted effect of over 60% in size
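Drug-selected KB-V1 cells, grown in DMEM lacking phenol red with 10% FBS, receive compound titrations; after three days at 37 degrees C, surviving cell ATP is quantified by CellTiter-Glo luminescence and responses normalized and curve-fitted.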
DRD3 antagonist – D3 dopamine receptor (human) antagonism | P35462 | D3R cells, DiscoveRx beta-arrestin luminescence, antagonist mode; hits give low values | max response, negative = inhibition, % | 360,000 compounds, 2.5% hits | AID 652054; in the data active = max response below about -50%; inconclusive = no clear call, values can overlap the other calls; note: % is set by controls: 0 for no effect and ±100 for the full control effect; mostly tested at two doses, the higher about 12 µM
Target sequence (P35462 whole entry, looked up): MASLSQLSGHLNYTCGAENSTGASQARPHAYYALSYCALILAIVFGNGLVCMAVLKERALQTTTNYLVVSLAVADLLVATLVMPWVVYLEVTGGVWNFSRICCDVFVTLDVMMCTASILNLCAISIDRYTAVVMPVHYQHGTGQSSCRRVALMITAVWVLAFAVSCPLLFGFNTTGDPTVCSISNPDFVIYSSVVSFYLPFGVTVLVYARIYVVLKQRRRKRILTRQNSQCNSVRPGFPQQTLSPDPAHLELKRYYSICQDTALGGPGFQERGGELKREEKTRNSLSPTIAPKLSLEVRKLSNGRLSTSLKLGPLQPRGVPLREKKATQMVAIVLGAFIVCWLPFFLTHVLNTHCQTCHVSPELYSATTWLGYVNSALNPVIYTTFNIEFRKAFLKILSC
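Cells plated overnight at 1500 cells/well, then exposed to library compounds with dopamine controls for 90 minutes at 37 degrees C. DiscoveRx reagent added for 30–60 minutes at room temperature; luminescence read, quantitative HTS format.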
HT1080-NT tox – kills 2HG-producing HT-1080-NT fibrosarcoma cells | Potency, µM (top dose mostly 46.1 µM), without a hit: at the highest dose activity, negative = less viability, actives largely listed as cytotoxic | 360,000 compounds, 1.6% hits | HT-1080-NT fibrosarcoma viability, CellTiter-Glo ATP luminescence, 48 h | AID 686970;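 note: NT is the 2HG producing partner of a matched IDH1 knockdown line; potency is the fitted concentration of half-maximal effect; 0% = DMSO-treated cells and -100% = media-only wells without cells; nearly all actives have a fitted effect of over 55% in size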
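HT-1080-NT fibrosarcoma cells (2HG-overproducing), 750 cells/well in RPMI with 5% FBS, dosed after 2 h and incubated 48 h at 37C. CellTiter-Glo luminescence normalized to DMSO and no-cell wells; concentration-response curves fitted and classed.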
IL-1B inflam inh – inflammasome signaling inhibition, IL-1 beta readout. THP-1 LPS/ATP IL-1B secretion, AlphaLISA, 16 h; hits give low values. activity change, % at 57.5 µM. 360,000 compounds, 4.7% hits. AID 743279; in the data active = activity change below about -50%; inconclusive = mostly about -30% to -49%; note: % is set by controls: 0 for no effect and ±100 for the full control effect
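Secreted IL-1B measured by AlphaLISA bead assay after 16 h compound exposure of THP-1 cells; compounds (final up to 57.5 uM) added 1 h before LPS (250 ng/mL) and ATP (1.25 mM) stimulation; lower signal means less secretion.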
HT1080 IDH1KD tx – toxicity to HT-1080 IDH1 knockdown cells (counter line). Potency, µM (titrated, usually from 46.1 µM), for the others: at the highest dose activity, negative = toxicity, usual class: cytotoxic. HT-1080 IDH1 knockdown viability, ATP luminescence, 48 h. 360,000 compounds, 2% hits;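 note: potency is the fitted concentration of half-maximal effect; 0% = DMSO wells and -100% = cell-free medium wells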
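Assay cells: HT-1080 with IDH1 knockdown, 750 per well, RPMI/5% FBS. Exposure: 48 h at 37 °C following 2 h pre-incubation. Read: CellTiter-Glo luminescence; fitted concentration-response, curve class assigned.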
DRD3 agonist – activates the human D3 dopamine receptor | P35462 | D3R DiscoveRx beta-arrestin cells, luminescence, 90 min | max activation, % | 410,000 compounds, 0.58% hits | AID 652048; in the data active = max activation above about 30%; note: 0% is about no effect; mostly tested at two doses, the higher about 12 µM
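Cells at 1500/well, incubated overnight, then treated with pinned compounds (dopamine as control) for 90 min at 37 degrees C. DiscoveRx reagent added for 30 - 60 minutes at room temperature; luminescence read.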
GLP-1R agonist – activates the human GLP-1 receptor; P43220; HEK293 GLP-1R CRE-luciferase, luminescence, 4-6 h; cells express a hypersensitive GLP-1R form; Potency, µM (highest dose often 45.6 µM), for the others: at the top dose activation, actives largely listed as activators; 380,000 compounds, 0.007% hits; note: potency is the fitted concentration of half-maximal effect; % of control where 0% means no effect
Target sequence (P43220 whole entry, looked up): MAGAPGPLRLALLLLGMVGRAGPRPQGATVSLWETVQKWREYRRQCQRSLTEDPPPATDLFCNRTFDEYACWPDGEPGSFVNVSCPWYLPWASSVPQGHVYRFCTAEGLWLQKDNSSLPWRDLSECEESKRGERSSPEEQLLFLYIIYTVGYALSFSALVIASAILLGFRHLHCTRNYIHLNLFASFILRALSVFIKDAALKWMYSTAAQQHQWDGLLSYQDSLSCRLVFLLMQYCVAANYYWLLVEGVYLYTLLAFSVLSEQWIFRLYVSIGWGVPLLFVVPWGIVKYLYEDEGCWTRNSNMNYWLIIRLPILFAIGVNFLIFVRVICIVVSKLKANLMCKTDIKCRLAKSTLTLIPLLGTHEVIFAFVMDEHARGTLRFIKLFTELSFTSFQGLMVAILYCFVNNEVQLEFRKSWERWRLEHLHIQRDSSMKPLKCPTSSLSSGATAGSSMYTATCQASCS
KB-3-1 cytotox – KB-3-1 parental cell cytotoxicity. Potency, µM (doses to about 46.1 µM), inactives show top-dose activity change, negative = cytotoxic, most hits filed as cytotoxic. KB-3-1 viability, CellTiter-Glo ATP luminescence, 72 h. 400,000 compounds, 1.4% hits; note: potency is the fitted concentration of half-maximal effect; % is set by controls: 0 for no effect and ±100 for the full control effect; nearly all actives have a fitted effect of over 60% in size
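Luminescent ATP read-out (CellTiter-Glo) measures survival of drug-naive KB-3-1 cells after 72 h compound exposure at 37 °C. Titration series was screened from lowest to highest concentration, with DMSO vehicle plates as background controls.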
SW480 rereplic – DNA re-replication induction in SW480 cells | SW480 DNA re-replication, Hoechst DNA content imaging, 48 h | Potency, µM (highest dose often 46.1 µM), for the others: at the highest dose re-replication activation, usual class: activators | 340,000 compounds, 1.8% hits; note: potency is the fitted concentration of half-maximal effect; % of control where 0% means no effect; nearly all actives have a fitted effect of over 55% in size
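Compounds, transferred as 23 nL by pin tool, were incubated with cells for 48 hr; DNA content per nucleus was then quantified by Hoechst staining and fluorescence plate imaging.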
* hit, by the source's call; ? = inconclusive; . = no result given; [ ] = dose if it differs, or a comment. Unless noted, calls come from the whole dose curve; as a rule, active = well fitted curve in the direction sought with a large enough effect; inconclusive = small, poorly fitted or top-dose-only effect, or another doubt; inactive = no such curve, though single readings can be large; an effect the other way counts as inactive or inconclusive. This is a random part of the collection, and some 12% of all compounds hit somewhere here.

| # | molecule | KB-V1 cytotox | DRD3 antagonist | HT1080-NT tox | IL-1B inflam inh | HT1080 IDH1KD tx | DRD3 agonist | GLP-1R agonist | KB-3-1 cytotox | SW480 rereplic |
| --- | --- | --- | --- | --- | --- | --- | --- | --- | --- | --- |
| 1 | CC1Cc2ccccc2N1C(=O)CSc1nccc(=O)[nH]1 (stereo not drawn) | -6% | 0 | 2% | 30 | 4% | -4 | 1% | -1% | -5% |
| 2 | O=C(NC1CC2CCCC(C1)N2C(=S)Nc1ccccc1Cl)C1CC1 (stereo not drawn) | ? | 7 | 10% | 19 | 15% | 2 | -2% | 12% | 0% |
| 3 | Cc1ccc(S(=O)(=O)C2C(=O)N(C)C3(C)CC2c2ccccc2O3)cc1C (stereo not drawn) | ? | -6 | ? | 6 | 14% | -10 | 3% | 2% | -5% |
| 4 | O=c1c2cc([N+](=O)[O-])cc([N+](=O)[O-])c2[nH]n1-c1ccccc1 | 0.82µM* | ? | -25% | -5 | -27% | -27 | -5% | ? | -2% |
| 5 | COc1ccccc1C(=O)NC(=O)COC(=O)c1nccnc1N | . | -12 | 7% | 9 | -6% | 5 | -18% | . | -2% |
| 6 | COC(=O)N1C(=O)[C@@](Cc2ccccc2)(c2ccccc2)N1C(=O)OC | -7% | -19 | -24% | -95* | -12% | -13 | -4% | -25% | ? |
| 7 | Cc1cccc(N/C(N)=N/c2nc(C)c(Cc3ccccc3)c(=O)[nH]2)c1 | -23% | 4 | 2% | 11 | 3% | 5 | 6% | 21µM* | -1% |
| 8 | Cc1ccc(-n2cnc3cc(NCc4cccs4)ccc32)cc1 | ? | -15 | 16% | ? | 5% | -2 | 14% | -7% | 7% |
| 9 | COc1cc(/C=N/N(C)C)ccc1OC(=O)c1ccco1 | -1% | 6 | -2% | -21 | 9% | 6 | 1% | ? | 3% |
| 10 | Cc1ccc(C(=O)NCC(=O)NCC(=O)OCC(=O)c2ccc(Br)cc2)cc1 | -2% | -2 | -19% | 23 | -3% | -1 | -19% | 0% | 1% |
| 11 | CCN(C[C@H]1N[C@@](C)(C(=O)OC)[C@H]2C(=O)N(Cc3ccccc3)C(=O)[C@@H]12)C(=O)c1ccc(C)cc1 | -6% | 47 | 11% | 10 | 12% | 0 | -1% | -3% | ? |
| 12 | COC(=O)CN1C(=O)COc2ccc(S(=O)(=O)N3CCCCC3)cc21 | -6% | 8 | -1% | -15 | 0% | 2 | 7% | 5% | . |
| 13 | CC(=O)Oc1ccc(C(=O)Cc2ccc3ccccc3n2)c(O)c1C | 21% | -6 | 11% | 4 | 7% | 0 | -1% | 0% | -3% |
| 14 | CCn1c(=O)cc(OCC(=O)Nc2ccc(OC)c(OC)c2)c2ccccc21 | -5% | -8 | 26% | -3 | 27% | -6 | 11% | 25% | -6% |
| 15 | CCOC(=O)c1cnc(SCC(=O)Nc2sc(C)c(C)c2C#N)nc1N | ? | -14 | 2% | 73 | -9% | -2 | 1% | ? | 21µM* |
| 16 | Cc1ccc(-c2nc3c4ccccc4ccn3c2Cc2ccccc2C(F)(F)F)cc1 | 0% | 0 | 10% | 22 | 8% | -9 | -3% | -5% | . |
| 17 | CN1/C(=C\C(=O)c2ccccc2Cl)c2ccccc2CC1(C)C | 29% | -24 | 1% | 1 | 1% | -2 | 5% | -1% | 2% |
| 18 | COC(=O)c1ccc(CSc2ncnc3c2nnn3-c2ccc(F)cc2)o1 | -3% | 5 | 9% | 3 | 16% | 3 | 0% | 1% | -3% |
| 19 | O=c1c2cn[nH]c2[nH]c(=S)n1-c1cccc2ccccc12 | -16% | -24 | -1% | 28 | 1% | -8 | -25% | 7% | -23% |
| 20 | CC(Nc1ccc(Br)cc1)C(=O)N/N=C/c1ccccc1OCc1ccccc1 (stereo not drawn) | -20% | 2 | 0% | ? | -1% | 7 | 6% | -27% | ? |
| 21 | CCC(C)NCC(O)COCc1ccc(Cl)cc1 (stereo not drawn) | ? | -18 | -2% | -23 | -2% | -4 | -22% | -4% | -1% |
| 22 | COc1ccc(S(=O)(=O)N(C)c2ccc(C(=O)N3CCOCC3)cc2)cc1OC | -28% | 10 | 0% | -15 | -7% | -6 | 1% | 0% | 12% |
| 23 | NS(=O)(=O)c1ccc(NC(=O)C2CCCN(S(=O)(=O)c3ccc(F)cc3)C2)cc1 (stereo not drawn) | -3% | -10 | 8% | 16 | 1% | 4 | -4% | 20% | -7% |
| 24 | O=C(CNS(=O)(=O)c1cccc2nsnc12)NCc1ccc(Cl)cc1 | 6% | 16 | 5% | 0 | -1% | 3 | -8% | 21% | -14% |
| 25 | COc1ccc(S(=O)(=O)Nc2ccc(S(=O)(=O)N3CCOCC3)cc2)cc1C | 12% | 0 | 3% | 12 | -3% | -7 | -2% | -6% | -3% |
| 26 | O=C1/C(=C/c2cccs2)SC(=S)N1C1CCS(=O)(=O)C1 (stereo not drawn) | -8% | 8 | 0% | . | ? | 7 | -7% | 3% | -7% |
| 27 | Cc1ccccc1NC(=O)Cc1nc(COC(=O)COc2cccc(C)c2C)cs1 | 19% | 6 | 21% | 16 | 6% | 24 | 6% | 10% | ? |
| 28 | CC(C)(C)c1ccc(C(=O)NNC(=O)c2ccncc2)cc1 | 0% | 6 | 3% | 23 | 5% | 2 | 6% | 10% | -16% |
| 29 | C#CCOCCOCCOCCNc1nc(N2CCN(C(=O)Cn3cc(CCCCN)nn3)CC2)nc(N2CCN(C(=O)[C@H](CCCCN)n3cc(CCC(=O)O)nn3)CC2)n1 | -13% | 23 | 9% | 58 | -1% | 1 | -1% | 0% | -116%[inhibitor] |
| 30 | Clc1ccc(-c2csc(Nc3ccccc3)[n+]2Cc2ccco2)c(Cl)c1 | ? | 41 | -2% | -8 | ? | 1 | -5% | ? | -18% |
| 31 | CCOC(=O)c1ccc(NC(=O)CCc2ccc(C)o2)cc1 | 5% | 15 | 1% | -17 | -3% | 0 | -2% | -5% | -6% |
| 32 | CN(C)C(=O)/C(=C\c1ccncc1)NC(=O)c1ccccc1 | -1% | -24 | ? | -1 | ? | -9 | 0% | 0% | -1% |
| 33 | CCN(CC)c1ccc(/C=C(\C#N)c2ccccn2)cc1 | ? | -13 | ? | ? | ? | -10 | 1% | ? | 15µM* |
| 34 | O=C1CCN(C(=O)c2cccs2)c2ccccc21 | 5% | 2 | -1% | 28 | 0% | 2 | 7% | -6% | -2% |
| 35 | O=C(Nc1ccc(F)c(Cl)c1)c1cncs1 | -16% | -3 | -18% | 34 | -9% | -8 | 14% | -17% | 4% |
| 36 | CCn1c(=O)cc(SCC(=O)NCCc2cc(OC)ccc2OC)c2ccccc21 | ? | . | . | . | . | -7 | 0% | -1% | . |
| 37 | O=C(NCc1ccccc1F)c1ccc(S(=O)(=O)N2CCCCCC2)cc1 | -2% | 6 | -14% | -20 | -1% | 1 | 12% | 2% | -1% |
| 38 | S=C(Nc1ccc2nc(-c3ccccn3)c(-c3ccccn3)nc2c1)N1CCOCC1 | 2% | 5 | 2% | 0 | 20% | -5 | 7% | 10% | -1% |
| 39 | CCOC(=O)c1c(NC(=O)COC(=O)Cn2cnc3ccccc32)sc(C)c1C | 0% | 1 | -16% | 11 | -29% | 6 | 10% | 13% | -1%[9.22 µM] |
| 40 | O=C(NCCN1CCOCC1)Nc1ccc(F)cc1 | 0% | 0 | -3% | 18 | 1% | 2 | -5% | 0% | 15% |
| 41 | O=C(/C=C/c1ccc(F)cc1)NC(=S)NNC(=O)c1cnccn1 | ? | -27 | -14% | 78 | -19% | 8 | 2% | 5.8µM* | 14% |
| 42 | Cn1cnnc1SCC(=O)NC1CCCCCC1 | 12% | -5 | 7% | 17 | 10% | 0 | 5% | 6% | 8% |
| 43 | COc1ccc(-c2nc(N)n(C(=O)c3ccccc3)n2)cc1 | -1% | -11 | -14% | -19 | -7% | -4 | -1% | -6% | ? |
| 44 | CS(=O)(=O)Nc1ccc(Br)cc1C(=O)c1ccccc1 | 19% | ? | -1% | -6 | -19% | -1 | 1% | -3% | 1% |
| 45 | O=C(CSc1ncccc1C(=O)O)NCc1ccc(F)cc1 | 14% | 0 | 9% | -10 | 10% | -2 | -1% | 1% | -8% |
| 46 | CCOC(=O)c1c(C)c(C(=O)Nc2ccc(F)cc2)c(C)n1C | -14% | 7 | ? | 4 | ? | 3 | 8% | 5% | -5% |
| 47 | CC1CCN(C(CNS(=O)(=O)c2ccccc2)c2ccccc2)CC1 (stereo not drawn) | 0% | -1 | 1% | 0 | -24% | -15 | -2% | 2% | 7% |
